NPY-Y1 antag: blocks the human neuropeptide Y Y1 receptor; AID 1040; inhibition, % at 3.6 µM; HEK293-CNG Y1 cells, membrane potential fluorescence; NPY at EC95, then isoproterenol; P25929; 200,000 tested, 1% active;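 active = inhibition above the campaign mean inhibition of all tested compounds plus 3 SD, cut at about 20% in these data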;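 also: 0% = DMSO wells given NPY plus isoproterenol and 100% = isoproterenol alone without NPY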
Target sequence (P25929 whole entry, looked up): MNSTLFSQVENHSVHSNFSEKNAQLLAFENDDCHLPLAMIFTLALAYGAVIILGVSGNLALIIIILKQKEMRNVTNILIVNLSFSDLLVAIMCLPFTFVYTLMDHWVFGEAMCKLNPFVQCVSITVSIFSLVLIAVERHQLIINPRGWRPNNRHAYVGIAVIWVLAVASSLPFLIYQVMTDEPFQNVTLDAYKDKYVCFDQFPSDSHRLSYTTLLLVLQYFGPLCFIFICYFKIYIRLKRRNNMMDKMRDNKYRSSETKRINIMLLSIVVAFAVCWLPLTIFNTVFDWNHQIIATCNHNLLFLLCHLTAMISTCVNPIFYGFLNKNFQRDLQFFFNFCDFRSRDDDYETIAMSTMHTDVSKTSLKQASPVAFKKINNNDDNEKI
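Benchmarks – high control isoproterenol alone, low control NPY with isoproterenol · Material – HEK293 Y1/CNG channel cell line · Times – dye 3 h, compound 60 min room temperature, stimulation 45 min · Probe or stimulus – NPY (25 nM), isoproterenol (1 µM), Ro 20-1724 (25 µM) · Evaluation – % inhibition of NPY effect · Signal – fluorescence, membrane potential probe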
Runt-CBFb FRET: Runt domain-CBFb interaction inhibition | Cerulean-Runt/Venus-CBFb FRET ratio 530/480, 1 h | 220,000 tested, 0.46% active | inhibition, % at 20 µM | Q01196+Q13951 | AID 1496;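 active = inhibition over about 50% at 20 µM in the single-dose screen, limit read from the data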;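 also: 0% = DMSO wells and 100% = excess unlabeled CBFb competitor control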
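Measured by: fluorescence energy transfer, 422 nm excitation, 530/480 nm emission; test system: Cerulean-tagged RUNX1 Runt domain (FRET donor) fusion protein; buffer or medium: Tris pH 7.5 buffer with BSA; compound: one dose, 20 µM compound, 1% DMSO; times: two 1 h room-temperature incubations shielded from light; benchmarks: unlabeled CBFb 5 µM, positive control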
RBBP9 inhibitor: human RBBP9 hydrolase inhibition; 220,000 tested, 0.2% active; O75884; recombinant RBBP9, FP-Rh probe fluorescence polarization; inhibition, % at 7.94 µM;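 active = inhibition above the campaign mean of all tested compounds plus 3 SD, cut at about 14% in these data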;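 also: plate controls were DMSO wells with RBBP9 for no effect and wells lacking RBBP9 protein for full effect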
Target sequence (O75884 whole entry, looked up): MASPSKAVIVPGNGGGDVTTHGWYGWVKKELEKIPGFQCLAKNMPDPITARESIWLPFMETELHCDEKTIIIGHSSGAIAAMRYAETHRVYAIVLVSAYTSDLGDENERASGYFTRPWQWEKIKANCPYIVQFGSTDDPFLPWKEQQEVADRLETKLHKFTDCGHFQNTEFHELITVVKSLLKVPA
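system = RBBP9 protein | input = RBBP9 at 2.5 µM in dispensed solution, before mixing | measured by = fluorescence polarization (mP), excitation 525 nm, emission 598 nm | incubation = enzyme-compound preincubation 30 min, then probe labeling 45 min, 25 °C | buffer or medium = Tris-NaCl-Pluronic buffer, pH 8.0 | compound = single dose 7.94 µM | also added = FP-Rh probe, 375 nM dispensing solution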
NPY2 pot ag: human NPY-Y2 potentiation or agonism, primary screen; 220,000 tested, 0.45% active; activation, % at 3.6 µM; cells expressing NPY-Y2, potentiator/agonist read-out; in the data active = activation above about 27%;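 also: cells stimulated with NPY near EC25 plus isoproterenol at EC100; 0% = vehicle plus submaximal agonist and 100% = vehicle plus saturating agonist; some results beyond the cut were filed as inactive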
p97 inhibitor: human p97 ATPase inhibition. 220,000 tested, 0.42% active. recombinant p97 ATPase, Kinase-Glo ATP luminescence, 3 h. AID 1481. inhibition, % at 8 µM; in the data active = inhibition above about 15%;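 also: 0% = DMSO vehicle and 100% = wells lacking enzyme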
Runt-SMMHC FRET: Runt domain-CBFb-SMMHC interaction inhibition; Q01196+Q13951; Cerulean-Runt/Venus-CBFb-SMMHC FRET ratio 530/480, 1 h; inhibition, % at 20 µM; 220,000 tested, 0.74% active;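 active = mean inhibition across duplicate retests at 20 µM reaching about 50%, limit read from the data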;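 also: 0% = DMSO wells and 100% = wells with excess untagged CBFb-SMMHC; inhibitors lower the FRET ratio by blocking Runt binding to CBFb-SMMHC; some results filed as inactive read as strong as hits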
NPY1 pot ag: human NPY-Y1 potentiation or agonism, primary screen | P25929 | activation, % at 3.6 µM | AID 1304 | NPY-Y1 expressing cells, potentiator/agonist activation | 220,000 tested, 0.37% active; in the data active = activation above about 33%, passing the limit was not always enough;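 also: cells stimulated with NPY at EC10 then isoproterenol at EC100; 0% = low agonist plus stimulus and 100% = saturating agonist plus stimulus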
Hck Nef HTS: blocks Nef-activated human Hck kinase; P08631; Recombinant Hck-YEEI plus Nef, Z-Lyte FRET kinase assay; inhibition, % at 20 µM; 220,000 tested, 0.68% active; AID 463187;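 active = Hck-Nef kinase inhibition above about 50%, limit read from the data; inactive = inhibition below that limit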;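 also: 0% = DMSO with Hck plus Nef and 100% = Hck alone without Nef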
MDM2 E3 inh: blocks human Mdm2 ubiquitin ligase activity; 210,000 tested, 0.11% active; Q00987; AID 1230; signal enhancement, % at 5 µM; cell-based MDM2 ubiquitination luciferase reporter, 2 h; 0 = plate control, 100 = twice control, blank-subtracted;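 active = signal enhancement of 30% or more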;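 also: luminescence tracks abundance of the self-degrading MDM2-luciferase fusion protein; higher signal means inhibition of MDM2 E3 ligase activity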
Target sequence (Q00987 whole entry, looked up, the tested form may be a part): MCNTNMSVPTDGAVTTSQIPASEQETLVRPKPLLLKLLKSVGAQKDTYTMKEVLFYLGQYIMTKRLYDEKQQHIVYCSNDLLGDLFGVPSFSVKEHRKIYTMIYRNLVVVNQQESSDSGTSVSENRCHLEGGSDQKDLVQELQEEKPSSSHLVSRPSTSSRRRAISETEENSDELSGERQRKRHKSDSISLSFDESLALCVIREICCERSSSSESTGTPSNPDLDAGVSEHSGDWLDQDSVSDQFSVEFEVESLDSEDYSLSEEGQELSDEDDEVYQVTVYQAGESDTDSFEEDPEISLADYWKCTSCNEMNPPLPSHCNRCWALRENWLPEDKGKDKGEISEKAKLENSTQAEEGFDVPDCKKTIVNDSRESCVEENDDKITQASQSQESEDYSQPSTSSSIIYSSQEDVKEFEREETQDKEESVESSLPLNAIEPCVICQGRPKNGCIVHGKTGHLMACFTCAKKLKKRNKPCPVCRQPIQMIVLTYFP
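System: stable MDM2–luciferase fusion reporter cells / Input: 2000 cells seeded into each well / Schedule: 4 h settle plus 2 h compound, 37 °C / Compound: single-point 5 µM / Buffer or medium: cells held in DMEM / Benchmarks: control and blank well means / Evaluation: percent signal gain over controls, blank-subtracted / Measured by: luciferase luminescence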
The depositor's hits bear a star; / = not tested or not shown.

SMILES	NPY-Y1 antag	Runt-CBFb FRET	RBBP9 inhibitor	NPY2 pot ag	p97 inhibitor	Runt-SMMHC FRET	NPY1 pot ag	Hck Nef HTS	MDM2 E3 inh
COc1ccc(/C=N/NC(=O)Cn2c(Cc3ccc(OC)c(OC)c3)nc3ccccc32)cc1OC	9	-2	-4	0	0	0	4	2	-10
COC(=O)c1ccc(COc2ccccc2/C=C(\C#N)C(=O)Nc2ccc(C)cc2C)cc1	-1	-20	2	8	5	-12	-1	1	-3
O=C(c1ccco1)N1CCN(c2c([N+](=O)[O-])nn(-c3ccc(Cl)cc3)[n+]2[O-])CC1	7	5	4	-13	-1	-4	-17	-17	-3
COc1ccccc1NS(=O)(=O)c1cccc(C(=O)N/N=C/c2ccc3c(c2)OCCO3)c1	0	1	-4	6	2	1	-4	3	4
O=C(Cn1nc(C(F)(F)F)c2c1CCCCC2)N1CCOCC1	-1	1	-5	-9	-2	-1	-6	-6	-6
O=C(/C=C/c1ccccc1)c1ccc(NC2=NCCCS2)cc1	0	-3	-8	-21	3	-2	-17	4	-4
CN(C)c1nc(/C=C(\C#N)C(N)=O)c(Cl)n1-c1ccc(F)cc1	2	-6	-5	1	3	-30	-28	-3	3
CC(=O)N1N=C(c2ccc(C)c([N+](=O)[O-])c2)OC1(C)C	/	-1	-4	-45	-3	0	-14	16	-2
[O-]/[N+](=C\c1ccncc1)c1ccc(Br)cc1	-5	9	-9	57*	-2	9	41	-4	-11
COc1cc(OC)cc(C(=O)Nc2cccc(C(C)=O)c2)c1	4	2	-12	-21	-6	-2	-21	8	2
O=C(CN1C(=O)NC2(CCCc3ccccc32)C1=O)NCc1ccco1 (stereo unspecified)	-1	-2	-6	21	5	1	-7	0	-44
O=C(Nc1ccccc1)n1ccc(-c2ccc(-n3ccnc3)cc2)n1	-3	0	2	6	2	-6	15	30	6
Cc1ccc2[nH]c(=O)cc(C(=O)OC(C)C)c2c1	11	-2	-2	0	4	-2	-1	18	8
O=C(NCCN1C(=O)S/C(=C\c2cccs2)C1=O)c1ccco1	-5	3	-10	-2	2	1	5	24	1
CC(=O)Nc1ccc(SC(C)C(=O)NC(N)=O)cc1 (stereo unspecified)	5	9	-4	0	-4	2	-2	0	-16
CCOC(=O)CNC(=O)CSc1nc2cccnc2n1CC	2	0	1	10	3	-4	-5	9	1
O=C(NCCCN1CCCC1)c1ccc(CS(=O)(=O)c2ccc(Br)cc2)o1	-4	2	-2	12	0	-3	9	1	-10
CCCCN(C)C(=S)Nc1ccc2nc3n(c(=O)c2c1)CCCCC3	-3	2	0	-14	-6	0	-17	-18	-4
C[C@@H](C(=O)NCCc1c[nH]c2ccccc12)[C@@H]1C[C@@]1(C)[C@@H](NC(=O)OCc1ccccc1)c1ccccc1	-3	-2	-2	2	5	6	4	-3	/
COc1ccccc1C(=O)Nc1ccc2c(c1)nc(CN1CCN(C(C)=O)CC1)n2C	-2	0	-1	-9	-6	-2	-20	-1	-19
O=[N+]([O-])c1ccccc1/C=N/N1CCN(c2ccc(Cl)cc2)CC1	8	2	-2	2	-2	0	-14	1	-1
COc1cccc(-c2cc(C(=O)NN3CCOCC3)c3ccccc3n2)c1	3	-2	-10	-4	0	-3	2	4	-1
O=C(CN1C(=O)/C(=C\c2cccc(F)c2)Oc2ccccc21)N1CCN(c2ccccn2)CC1	0	-1	-3	-2	2	-6	-4	10	-6
c1ccc(-c2cc3c(N4CCN(c5ccccc5)CC4)ncnc3s2)cc1	5	-2	0	-7	3	0	-10	-28	2
NNC(=O)c1ccc(Oc2cc(Cl)cc(Cl)c2)o1	/	0	-4	-5	12	-5	12	0	-11
CC(C)(C)NC(=O)COC(=O)c1cc(S(=O)(=O)N2CCCCC2)ccc1N1CCOCC1	-1	2	4	10	4	-5	4	3	-9
N#Cc1cc(-c2ccccc2)nc(Oc2ccc(Cl)cc2)n1	2	1	-13	-12	5	1	0	-1	-27
CCC(NC(=O)c1ccccc1NC(=O)c1ccc(C)cc1)C(=O)O (stereo unspecified)	-3	-2	4	-9	4	2	-3	0	-22
COc1cccc(C2=NOC(C(=O)N3CCN(c4ccccc4)CC3)C2)c1OC (stereo unspecified)	6	/	1	-17	-3	-2	-8	22	-14
C/C=C/C(=O)N1c2ccc(C)cc2C(C)=CC1(C)C	/	-1	1	97*	-4	-2	-26	24	/
CCOC(=O)c1cnc(-n2nc(C)cc2C)nc1Oc1ccc(C(=O)OC)cc1	/	0	1	-17	-5	-2	-19	10	-12
CCn1c(CC(=O)Nc2ccc(Cl)c(Cl)c2)nnc1SCc1ccc(C)cc1	0	2	-2	-4	-1	-1	-11	0	-13
CCC1Oc2ccc(C)cc2N(CC(=O)NCCc2ccc(OC)c(OC)c2)C1=O (stereo unspecified)	8	/	-9	12	-2	/	12	0	/
CC(NC(=O)Cn1nc(C(=O)O)c2ccccc2c1=O)c1ccccc1 (stereo unspecified)	3	1	4	-7	6	-4	-13	14	8
Oc1c(CN2CCCCC2)cc(Br)c2cccnc12	7	4	-6	2	3	-9	-13	1	-8
O=C(CSc1nccc(-c2cccs2)n1)Nc1ccc(F)c(Cl)c1	/	-1	-15	-38	7	-1	-18	17	-7

One compound at a time, as listed above. Order of values: NPY-Y1 antag, Runt-CBFb FRET, RBBP9 inhibitor, NPY2 pot ag, p97 inhibitor, Runt-SMMHC FRET, NPY1 pot ag, Hck Nef HTS, MDM2 E3 inh
N#Cc1cc(-c2ccccc2)nc(Oc2ccc(Cl)cc2)n1 reads 2, 1, -13, -12, 5, 1, 0, -1, -27
CC(NC(=O)Cn1nc(C(=O)O)c2ccccc2c1=O)c1ccccc1 (stereo unspecified) reads 3, 1, 4, -7, 6, -4, -13, 14, 8
CCn1c(CC(=O)Nc2ccc(Cl)c(Cl)c2)nnc1SCc1ccc(C)cc1 reads 0, 2, -2, -4, -1, -1, -11, 0, -13

The list continues:
SMILES	NPY-Y1 antag	Runt-CBFb FRET	RBBP9 inhibitor	NPY2 pot ag	p97 inhibitor	Runt-SMMHC FRET	NPY1 pot ag	Hck Nef HTS	MDM2 E3 inh
CC(Sc1nc2ccccc2[nH]1)C(=O)O (stereo unspecified)	3	3	-1	-20	1	1	-8	1	-5
COC(=O)C(C)NC(=O)CNS(=O)(=O)c1ccc(F)cc1 (stereo unspecified)	2	0	-7	3	3	0	8	-6	-3
COCCNC(=O)C(C)OC(=O)c1cc2sccc2n1C (stereo unspecified)	-3	0	-4	6	2	6	4	0	-15
S=C1NCN(Cc2ccccc2)CN1C1CCCCC1	-1	0	-5	9	1	2	4	23	-5
O=C(c1cc2ccccc2oc1=O)N1CCN(Cc2ccc3c(c2)OCO3)CC1	-1	2	-9	1	2	2	3	10	-12
CC1(C)Cc2nc3oc4c(NCc5ccccc5)ncnc4c3cc2CO1	1	0	-7	15	4	0	1	3	5
CCOC(=O)N1CCN=C1SCc1ccc(C(F)(F)F)cc1	1	-2	3	-1	1	4	-9	0	-7
CC1CN(C(=O)Nc2cccc(C(F)(F)F)c2)CC(C)O1 (stereo unspecified)	-2	1	0	17	-2	-4	23	16	-25
O=C1CN(c2nc3ccccc3n3cnnc23)CC(=O)N1CCc1ccccc1	2	0	-1	7	4	2	-4	18	-8
CCN(CC)CCOc1nnc(-c2ccc(C)cc2)c2ccccc12	10	-1	1	-16	5	-2	-25	1	-2
CS(=O)(=O)N1CCC(C(=O)NCc2ccc(F)cc2Cl)CC1	6	0	-11	-10	-4	-3	5	1	-1
O=C(Nc1cc(S(=O)(=O)Nc2ccc(Cl)cc2)ccc1N1CCCCC1)c1ccc(F)cc1	4	11	6	9	6	13	-4	-5	-4
COc1ccccc1N1CCN(C(CNS(=O)(=O)c2ccccc2)c2cccnc2)CC1 (stereo unspecified)	-1	2	-17	-3	-7	0	9	-2	-9
CC(=O)N/C(=C\c1ccccc1)C(=O)OCC(=O)NC(C)C12CC3CC(CC(C3)C1)C2 (stereo unspecified)	6	-6	-3	-1	-2	-4	-19	4	9
Cc1nc(Sc2ccccc2)c(C#N)cc1-c1ccccc1	7	-4	-6	-17	-1	0	-11	1	-8
CN(C)S(=O)(=O)c1ccc(N2CCCC2=O)c([N+](=O)[O-])c1	5	0	1	7	1	0	-15	3	3
COc1ccc(CC(NC(C)=O)C(=O)N2CCN(C(=O)Nc3cccc(Cl)c3)CC2)cc1OC (stereo unspecified)	-1	-1	-4	-19	-4	-5	-27	5	-9
Cc1ccc(-n2c(-c3ccccc3)c[nH]c2=S)cc1	-2	14	4	10	4	32	8	-18	-56
COc1ccc(CCNC(=O)c2ccccc2Cl)cc1OC	0	0	-5	3	3	-5	15	18	-1
Cc1nonc1C(=O)N/N=C/c1ccc(O)cc1O	2	/	-7	3	-9	/	11	4	-15
COc1ccccc1CNS(=O)(=O)c1ccc(C)cc1	3	3	0	-3	-1	-1	-15	-1	-15
Cc1cc(C)cc(OCC(=O)NNC(=O)C2CCCO2)c1 (stereo unspecified)	8	2	-2	8	1	-2	1	25	-18
CC(C)Sc1cc(N2CCCC2)nc(-c2ccc(F)cc2)n1	5	-4	-5	4	4	-9	-15	1	-5
CCOC(=O)CNC(=O)CSc1ncnc2c1cnn2Cc1ccccc1	2	1	-2	6	3	-5	-8	0	-21
CCN(c1ccccc1)S(=O)(=O)c1ccc(Cl)c(NC(=O)COC(=O)c2ccc(O)cc2)c1	-2	1	-11	-9	-6	4	-14	-1	-9
CCOC(=O)C1(Cc2ccc(OC)cc2)CCN(C(=O)CCc2cnccn2)CC1	/	2	-3	-28	1	-2	1	5	-8
COc1ccc2[nH]c(=O)c(CN(C(=O)NC3CCCCC3)C3CCCCC3)cc2c1	0	0	-3	8	-2	0	11	-1	-12
CC(=O)c1cnc(Nc2nc(C)c3cc(C)c(C)cc3n2)nc1C	0	0	-2	8	-6	-1	23	-1	2
O=C(N/C(=C\c1cccs1)C(=O)N1CCOCC1)c1ccco1	1	2	7	-2	0	2	-4	-2	/
O=C(O)CCn1c(-c2ccccc2)cc2ccccc21	3	-28	-9	-22	6	-14	-10	16	3
COc1cc2oc(=O)c(Br)c(C)c2c(OC)c1OC	3	1	-2	-12	-5	-4	-12	0	-22
COC(=O)c1cnc(Oc2ccc(NC(=O)NC(=O)c3c(OC)cccc3OC)cc2)cc1C(F)(F)F	/	-1	-3	-41	6	-2	-30	14	-10

Screens (PubChem)
